Rin1 Abl inh – inhibitors of Rin1-Abl protein binding, primary screen, biochemical, TR-FRET; Tyrosine-protein kinase ABL1 (Homo sapiens) + Ras and Rab interactor 1 (Homo sapiens), …; inhibition, % at 7.35 µM; 360,000 tested, 0.4% active; in the data active = inhibition above about 5%, passing the limit was not always enough
MT1-MMP act inh – blockers of MT1-MMP proenzyme processing, primary screen, HT1080 RFP-PRO-GFP cells, GFP/RFP fluorescence. Matrix metalloproteinase-14 (Homo sapiens), P50281. GFP/RFP ratio fluorescence, overnight; percent of plate control window, DMSO zero. GFP/RFP ratio change, % at 20 µM. 360,000 tested, 0.061% active. AID 651647, 2012;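 active = GFP/RFP ratio change of at least 30% with cell ATP level not reduced by more than half and red fluorescence within 50% of control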; also: strong numbers were not always called active
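Assay system: HT1080 RFP-PRO-GFP cells | Dosing: 20 µM single dose, 1% DMSO | Incubation: Cells overnight before dosing, compound overnight, 37 °C, 5% CO2 | Evaluation: GFP/RFP fluorescence ratio | Control set: DMSO-only wells and HT1080 RFP-L50D-GFP cell wells as references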
MLLE-PAM2 inh – inhibitors of PABP1 MLLE–PAM2 peptide binding, primary screen, biochemical, fluorescence polarization, FITC-PAM2, GST-MLLE. Polyadenylate-binding protein 1 (Homo sapiens), P11940. inhibition, % at 20 µM. 360,000 tested, 0.36% active; in the data active = inhibition above about 35%, passing the limit was not always enough;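 also: plate controls were DMSO wells with GST-MLLE for no effect and wells lacking GST-MLLE protein for full effect; some results filed as inactive read as strong as hits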
NRP1-CendR mod – modulators of CendR peptide binding to NRP-1, primary screen, biochemical, fluorescence polarization, uHTS | inhibition, % at 25 µM | 360,000 tested, 0.85% active | Neuropilin-1 (Homo sapiens), O14786 | FAM-RPARPAR peptide binding to NRP-1;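 active = inhibition or corrected inhibition above about 18%, plus a signal ratio from 0.5 to 1.5, limit read from the data, passing the limit was not always enough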; also: strong numbers were not always called active
E coli Lon inh – inhibitors of E. coli Lon protease, primary screen, biochemical, fluorescence polarization; purified E. coli Lon protease; AID 602123, 2011; 360,000 tested, 0.42% active; inhibition, % at 7.94 µM; in the data active = inhibition above about 13%, passing the limit was not always enough;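 also: 0% = enzyme with probe and DMSO and 100% = no enzyme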
SKN-1 block – suppressors of acrylamide-induced Pgst-4::GFP reporter in worms, primary screen, SKN-1 inhibitor project, whole organism, uHTS, GFP/RFP fluorescence ratio, strain VP596; inhibition, % at 21.8 µM; AID 624304, 2012; C. elegans VP596 Pgst-4::GFP/RFP ratio, 24 h; 360,000 tested, 0.49% active;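 active = interference check ratio from 0.5 to 1.5 plus GFP to RFP signal ratio inhibition reaching or exceeding a fixed threshold, cut at about 30% in these data, passing the limit was not always enough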; also: some compounds called inactive have numbers as strong as hits
FAS-TE inh – FAS thioesterase domain inhibitors, primary screen, biochemical, fluorescence intensity, uHTS; 360,000 tested, 0.67% active; recombinant FAS-TE, OMFH fluorogenic substrate, fluorescence endpoint; Fatty acid synthase (Homo sapiens), P49327; inhibition, % at 15 µM; AID 602261, 2012;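 active = compounds whose normalised, plate-corrected inhibition of enzyme fluorescence in the single-dose primary screen is 50% or more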;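 also: 0% = DMSO with enzyme and 100% = substrate without enzyme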
MsrA act – bovine MsrA enzyme activators, primary screen, biochemical, absorbance, HTS; activation, % at 10.6 µM; purified bovine MsrA, absorbance read-out; AID 602163, 2012; 360,000 tested, 0.3% active; Methionine sulfoxide reductase A (Bos taurus); in the data active = activation above about 7.5%;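 also: 0% = vehicle and 100% = reference activator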
Neddylation inh – inhibitors of cullin neddylation, primary screen, biochemical, TR-FRET, uHTS, NAE and Ubc12; NEDD8-conjugating enzyme Ubc12 (Homo sapiens) + NEDD8-activating enzyme E1 regulatory …; 360,000 tested, 0.58% active; AID 651699, 2012; calls only at 25 µM; in the data active = inhibition above about 36%
* marks the source's active call; other numbers are inactive results; i = inactive; x = no result given.

SMILES	Rin1 Abl inh	MT1-MMP act inh	MLLE-PAM2 inh	NRP1-CendR mod	E coli Lon inh	SKN-1 block	FAS-TE inh	MsrA act	Neddylation inh
COc1ccccc1CNC(=O)CN1C(=O)NC(c2ccccc2)(c2ccc(C)c(C)c2)C1=O (centres undefined)	1.4	-5.9	-33.9	-4.6	-12.5	11.4	8.1	-2.0	i
Cc1nc(-c2cccc(N)c2)cs1	-1.4	-1.5	2.6	-14.7	0.9	7.5	-5.0	-5.4	i
COc1cc(NC(=O)c2ccccc2)ccc1NC(=O)c1cc2ccccc2o1	0.0	2.3	-6.7	1.3	-7.6	21.4	2.8	-2.0	x
NNC(=O)c1nnn(-c2nonc2N)c1CN1CCCC1	-0.2	-0.4	14.6	13.2	-7.5	17.6	-4.2	-2.6	i
CC(=O)c1c(C)[nH]c(C(=O)OCC(=O)Nc2ncc(Cl)c(C)c2Cl)c1C	4.2	-8.9	-2.1	-6.1	-9.5	4.6	11.4	0.1	i
CC(Oc1cccc(Br)c1)C(=O)NNC(=O)CCS(=O)(=O)c1ccccc1 (centres undefined)	-2.5	1.8	10.5	-6.6	-5.3	-12.3	-2.1	-2.7	i
COc1ccc(C(=O)O/N=C(/c2ccccc2)c2ccncc2)cc1	-0.5	1.5	8.6	-5.3	-2.5	8.1	0.1	-3.1	i
Cc1ccc(-n2nc3ccc(NC(=O)c4cccc([N+](=O)[O-])c4C)cc3n2)cc1	2.8	0.3	5.3	0.2	2.4	7.4	5.0	-9.7	i
C=CCN1C(=O)C(Cc2ccccc2Cl)SC1=Nc1ccc(C(=O)O)cc1 (centres undefined)	-1.7	0.3	2.0	1.7	11.9	5.3	-2.3	-3.0	i
Cc1c(Br)c([N+](=O)[O-])nn1CC(=O)Nc1sc2c(c1C(=O)OC(C)C)CCC(C)C2 (centres undefined)	-1.3	2.1	2.1	-7.4	13.4	0.5	-3.0	-4.5	i
CCC(C)NC(=O)CSc1nc2ccsc2c(=O)n1NC(=O)c1ccccc1 (centres undefined)	-0.8	2.8	23.2	-11.8	6.3	1.5	-8.5	-2.1	i
COc1ccc(CCN(C)C(=O)CSc2nnc(-c3ccco3)o2)cc1OC	0.9	1.0	-15.4	-4.3	1.7	1.7	-6.3	-1.5	i
CCN(CC1COc2ccccc2O1)C(=S)Nc1ccccc1 (centres undefined)	6.8	3.3	-63.0	2.2	1.3	-4.2	7.2	-12.3	i
CCc1ccc(N2C(=O)CN(Cc3cc(OC)c(OC)c(OC)c3)C2=S)cc1	2.2	-0.5	-9.7	-0.1	-14.2	-4.1	2.3	-0.7	i
Cc1cc2c(cc1C)C(c1ccccc1OC(C)C)CC(=O)N2 (centres undefined)	-3.3	-3.4	14.0	9.4	-2.4	6.7	13.2	-4.1	i
CC(NCc1ccccc1OC1CCCC1)c1ccccc1 (centres undefined)	0.2	1.4	-2.8	-0.1	0.2	12.4	-1.0	0.3	i
C=CCc1ccc(OCCOCCOc2cccc3ccc(C)nc23)c(OC)c1	5.2	-6.6	-7.2	-14.7	-6.2	6.9	7.4	-3.4	i
O=C(CSCc1ccc(F)cc1)Nc1ccc(F)cc1	-3.0	2.3	17.6	-15.7	3.8	-0.7	-4.2	-1.1	i
NC(=O)c1ccsc1NC(=O)COC(=O)Cc1ccsc1	-0.2	1.1	-1.0	5.3	-4.9	9.1	-3.1	0.3	i
CSc1nnc2c3ccccc3n(CCc3ccccc3)c2n1	-12.9	-11.6	0.0	-8.5	-1.4	-14.3	21.6	-12.1	i

Gathered by group: the compounds so far with a halogen.
SMILES	Rin1 Abl inh	MT1-MMP act inh	MLLE-PAM2 inh	NRP1-CendR mod	E coli Lon inh	SKN-1 block	FAS-TE inh	MsrA act	Neddylation inh
CC(=O)c1c(C)[nH]c(C(=O)OCC(=O)Nc2ncc(Cl)c(C)c2Cl)c1C	4.2	-8.9	-2.1	-6.1	-9.5	4.6	11.4	0.1	i
CC(Oc1cccc(Br)c1)C(=O)NNC(=O)CCS(=O)(=O)c1ccccc1 (centres undefined)	-2.5	1.8	10.5	-6.6	-5.3	-12.3	-2.1	-2.7	i
C=CCN1C(=O)C(Cc2ccccc2Cl)SC1=Nc1ccc(C(=O)O)cc1 (centres undefined)	-1.7	0.3	2.0	1.7	11.9	5.3	-2.3	-3.0	i
Cc1c(Br)c([N+](=O)[O-])nn1CC(=O)Nc1sc2c(c1C(=O)OC(C)C)CCC(C)C2 (centres undefined)	-1.3	2.1	2.1	-7.4	13.4	0.5	-3.0	-4.5	i
O=C(CSCc1ccc(F)cc1)Nc1ccc(F)cc1	-3.0	2.3	17.6	-15.7	3.8	-0.7	-4.2	-1.1	i

Other records
SMILES	Rin1 Abl inh	MT1-MMP act inh	MLLE-PAM2 inh	NRP1-CendR mod	E coli Lon inh	SKN-1 block	FAS-TE inh	MsrA act	Neddylation inh
COCC(C)n1c(C)cc(C(=O)COC(=O)C2=NN(c3ccccc3)C(=O)CC2)c1C (centres undefined)	-2.8	1.7	7.8	-14.6	-0.8	-5.2	-4.3	-2.2	i
O=C(Nc1nccs1)c1ccc2ccccc2n1	-5.3	3.1	-2.3	-36.8	-3.3	57.0*	4.1	-3.2	i
O=C(NCCc1ccccc1)c1c[nH]c2ccc(F)cc2c1=O	1.0	5.9	-7.8	-4.9	1.2	12.4	-2.0	0.5	i
Cc1ccccc1C(=O)c1cccn1CC(=O)NCCCN1CCc2ccccc2C1	1.3	-3.3	-0.4	10.4	0.5	1.5	-5.9	-1.5	i
O=C(CN1CCN(CN2C(=O)NC3(CCCCCC3)C2=O)CC1)Nc1ccc(F)cc1	-2.6	-0.6	-7.1	6.3	0.7	-8.5	-6.3	-1.9	i
O=C(CSc1nnc2ccccn12)N1CCOCC1	-0.4	1.2	2.5	7.5	-2.3	7.9	-5.5	-1.9	i
CCOC(=O)c1cnn(-c2ccccc2)c1-c1ccncc1	0.4	-0.5	6.1	-3.7	-0.5	-4.4	-4.9	-3.1	i
CCCn1c(SC2C(=O)CC(C)(C)CC2=O)nc2c1c(=O)n(C)c(=O)n2C	3.4	7.8	16.3	5.3	3.2	8.7	-7.9	1.3	i
Cc1ccc(NC(=O)c2noc3c2CCCCC3)cc1	-1.6	-3.8	1.4	-2.8	-3.1	5.9	4.9	-1.5	i
O=[N+]([O-])c1ccc(Oc2ncccn2)cc1	-2.2	-3.3	-16.5	7.8	-2.4	-6.6	-5.9	-0.8	i
CC1(C)N=C(c2cccs2)C(C)(C)N1O	-2.0	-0.5	-5.9	-3.4	-3.2	12.8	-6.5	-3.1	i
Nc1nc2ccc(Cl)cc2o1	0.0	-5.1	2.0	0.7	-3.2	17.7	-6.0	-0.9	i
CC(=O)N[C@@H](C)C(=O)N1CCN(S(=O)(=O)c2ccc(Cl)cc2)CC1	-2.6	-0.4	-9.9	-6.4	-3.2	-13.0	-2.6	-0.6	i
COc1ccc(NC(=O)CN2CCN(C(=S)NC3CCCC3)CC2)cc1	-1.7	1.6	-128.0	1.0	-10.9	0.9	-2.3	-2.5	i
O=C(CCCC(=O)N1CCN(c2cccc(Cl)c2)CC1)c1ccccc1	-0.5	0.5	-2.3	-2.2	1.8	9.0	20.0	-2.7	i
O=C(CN1C(=O)NC2(CCCCCCC2)C1=O)Nc1ccc(Br)cc1Br	1.6	2.7	-3.9	7.8	-7.5	-3.0	14.7	-0.6	i
Cc1cccc(NC(=O)COc2cccc3c2CCN(C)C3=O)c1C	-1.4	5.2	1.1	-8.0	4.3	-13.6	-1.4	-3.0	i
O=C(Nc1nc2c(s1)CCCC2)c1cccs1	0.0	2.7	1.4	-1.4	-5.9	10.7	-4.5	-3.9	i
O=C(Nc1ccc(N2CCN(C(=O)c3ccco3)CC2)cc1)c1cc(Br)ccc1Cl	2.5	-8.8	-2.5	17.8	-7.9	-9.2	16.8	0.8	i
Cc1ccc(NC(=O)/C=C/c2ccco2)nc1	-5.0	15.7	4.7	-5.5	3.5	8.4	-6.0	-5.1	i

Overlap with the part before: two entries, then new ones.
SMILES	Rin1 Abl inh	MT1-MMP act inh	MLLE-PAM2 inh	NRP1-CendR mod	E coli Lon inh	SKN-1 block	FAS-TE inh	MsrA act	Neddylation inh
O=C(Nc1ccc(N2CCN(C(=O)c3ccco3)CC2)cc1)c1cc(Br)ccc1Cl	2.5	-8.8	-2.5	17.8	-7.9	-9.2	16.8	0.8	i
Cc1ccc(NC(=O)/C=C/c2ccco2)nc1	-5.0	15.7	4.7	-5.5	3.5	8.4	-6.0	-5.1	i
COc1cccc(CNC(=O)Cn2c(=O)oc3ccccc32)c1OC	-2.2	2.1	-7.0	-6.6	-6.5	-4.1	-9.0	-2.1	i
CCCOC(=O)C1[C@H]2C(=O)N(CCCOC)C[C@]23C=C[C@H]1O3 (some centres undefined)	-2.0	0.6	-6.3	-7.4	8.7	-2.9	-11.6	-3.2	i
O=C(Cn1cc(C(F)(F)F)ccc1=O)NC(c1ccccc1)c1ccccc1	-1.7	2.0	-6.3	0.3	-11.3	3.0	13.6	-2.5	i
Cc1ccc(-n2c(SCC(=O)Nc3cc(C)on3)nc3ccccc3c2=O)cc1	0.4	7.3	-17.3	-8.9	-8.0	11.0	-3.7	-1.9	i
Cc1c(C(=O)O)sc(=S)n1CCOc1ccccc1	2.5	1.8	13.1	2.6	-3.3	6.6	-10.1	-7.7	i
CC(C)C[C@H]1CNC(=O)C(=O)N1C[C@H](Cc1ccc(O)cc1)NC(=O)Cc1ccccc1	x	1.1	x	0.3	0.6	0.0	-7.2	-7.7	i
O=C(COc1ccccc1)NNC(=O)c1ccc(Cl)cc1	2.1	-1.7	-9.8	5.7	-6.3	-3.1	-3.3	-1.8	i
COC(=O)C1=C(C)OC(N)=C(C#N)C1c1cc(OC)ccc1OC (centres undefined)	7.2	-11.9	1.0	1.6	-11.6	3.5	-3.3	-3.0	i
COc1ccc(C)cc1NC(=O)Nc1cccc(C(=O)O)c1	-0.4	-1.6	11.1	0.5	-1.8	8.8	-0.2	-5.5	i
Cc1ccc(-c2csc(C(C)(O)c3cccc(F)c3)n2)cc1C (centres undefined)	-4.0	5.1	6.7	-0.8	0.8	-1.2	26.4	-2.9	i
COc1ccc(C(=O)NCC(=O)OCC(=O)NC2CCCCCC2)cc1	-1.4	2.2	-10.9	12.7	2.1	5.0	1.3	-1.7	i
CCCc1cc(=O)oc2c(C)c(OCC(=O)NCc3ccccn3)ccc12	1.0	-0.3	10.5	-1.0	1.6	-1.0	0.7	-6.0	i
O=C(c1ccc(S(=O)(=O)N2CCCCCC2)cc1)N(c1ccccn1)C1CCCCC1	6.9	-3.0	-1.7	2.1	0.3	0.5	8.1	-0.9	i
O=C(c1ccc(Cl)c([N+](=O)[O-])c1)N1CCN(S(=O)(=O)c2ccc(Cl)cc2)CC1	5.1	-3.0	3.0	-5.2	-4.0	18.5	50.7*	-1.1	i
CSCC[C@H](NC(=O)OC(C)(C)C)c1nnc(SCc2cccc(F)c2)o1	-1.6	-3.8	-33.8	-8.2	3.1	1.9	10.0	-4.0	i
Cc1cc(C)cc(CC(=O)N2CCC2(C)C(=O)NS(=O)(=O)c2ccccc2C)c1 (centres undefined)	-3.0	1.7	5.5	10.9	6.0	17.1	-6.9	-1.6	i

Screening data (PubChem)
